PTPN22 inh 2 – PTPN22 phosphatase inhibitors, primary screen, biochemical, DiFMUP fluorescence, 2 µM | 0.21% of 96,000 active | inhibition, % at 2 µM | recombinant LYP catalytic domain | Tyrosine-protein phosphatase non-receptor type 22 (Homo sapiens), Q9Y2R2;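 active means inhibition at 2 µM at or above a set limit, the screen mean plus 3 SD, cut at about 24% in these data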;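 further: 0% = DMSO with enzyme and 100% = enzyme fully blocked by orthovanadate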
Candida biofilm – clotrimazole potentiators killing Candida biofilms, primary screen, with clotrimazole, Alamar Blue. inhibition, % at 6 µM. 0.14% of 85,000 active. C. albicans biofilm + clotrimazole;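 active means inhibition above 20%; inactive means inhibition below 20%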;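 further: preformed 24 hr biofilms exposed to compound for 48 hr; 0% = biofilm without compound and 100% = blank killed by clotrimazole plus chlorhexidine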
PLK1 inh – human PLK1 kinase inhibitors, primary screen, biochemical, TR-FRET. Serine/threonine-protein kinase PLK1 (Homo sapiens), P53350. recombinant PLK1 kinase, TR-FRET peptide phosphorylation. inhibition, % at 10 µM. 0.53% of 97,000 active. AID 619, 2007;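 active means inhibition of 50% or more in the single-concentration screen; inactive means inhibition below 50%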;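 further: 0% = DMSO max control and 100% = H-89 dihydrochloride min control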
Target sequence (P53350 whole entry, looked up): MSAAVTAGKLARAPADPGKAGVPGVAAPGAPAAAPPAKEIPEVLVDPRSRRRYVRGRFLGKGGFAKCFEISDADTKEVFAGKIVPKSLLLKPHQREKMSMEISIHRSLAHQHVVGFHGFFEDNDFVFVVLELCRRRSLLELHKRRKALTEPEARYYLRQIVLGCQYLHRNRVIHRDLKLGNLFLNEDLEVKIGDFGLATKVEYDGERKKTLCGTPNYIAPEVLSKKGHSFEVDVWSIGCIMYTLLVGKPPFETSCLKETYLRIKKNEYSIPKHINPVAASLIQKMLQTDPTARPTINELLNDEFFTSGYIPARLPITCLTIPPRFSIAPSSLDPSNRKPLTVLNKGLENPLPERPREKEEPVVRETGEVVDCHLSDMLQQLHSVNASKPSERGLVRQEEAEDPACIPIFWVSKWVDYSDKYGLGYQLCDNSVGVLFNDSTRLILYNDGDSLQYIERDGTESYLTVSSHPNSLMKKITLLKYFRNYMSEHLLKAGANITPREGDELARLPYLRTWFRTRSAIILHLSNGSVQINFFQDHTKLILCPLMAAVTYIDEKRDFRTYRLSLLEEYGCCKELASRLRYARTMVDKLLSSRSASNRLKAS
EphB4 antag – EphB4-ephrin-B2 interaction antagonists, primary screen, biochemical, TNYL-RAW peptide probe, fluorescence polarization; EphB4 LBD / TNYL-RAW-Alexa532 peptide; inhibition, % at 7 µM; 0.15% of 97,000 active; AID 720, 2007; Ephrin type-B receptor 4 (Homo sapiens), P54760;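 active means inhibition above the screen-wide mean inhibition plus 3 SD, cut at about 15% in these data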;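 further: 0% = DMSO wells and 100% = excess unlabeled TNYL-RAW peptide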
Rev-RRE block – HIV-1 Rev-RRE binding inhibitors, primary screen, biochemical, FRET, protein-RNA interaction | P05866 | Rev peptide-RRE RNA binding | inhibition, % at 8 µM | 0.79% of 97,000 active;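 active means inhibition above the screen-wide mean plus 3 SD, cut at about 35% in these data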;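 further: 0% = median DMSO wells and 100% = median Neomycin B control wells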
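Probe or stimulus: fluorescein-Rev peptide as binding partner; assay system: Cy5-tagged RRE RNA duplex with fluorescein-tagged Rev peptide; timing: 5 min compound–RNA preincubation, then 15 min with peptide, 25 °C; medium: HEPES pH 7.5 buffer with KCl, MgCl2, NaCl and EDTA; signal: fluorescein-to-Cy5 FRET, 480 nm excitation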
LYP act – LYP phosphatase activators, primary screen, biochemical, DiFMUP fluorescence, 2 µM | activation, % at 2 µM | recombinant LYP; 0 = plate median, 100 = signal doubled | 0.11% of 96,000 active | Tyrosine-protein phosphatase non-receptor type 22 (Homo sapiens), Q9Y2R2;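 active means activation at 2 µM above a set limit, the mean plus 5 SD, cut at about 37% in these data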
PLK1 PBD inh – Plk1 polo box domain binding inhibitors, primary screen, biochemical, fluorescence polarization. Plk1 PBD phosphopeptide binding. inhibition, %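 (tested at about 20 µM)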. 0.13% of 97,000 active. AID 693, 2007; in the data active means inhibition above about 34%, passing the limit was not always enough
CYP2C9 act – human CYP2C9 activators, primary screen, biochemical, luminescence. activation factor at 5 µM. 1.4% of 96,000 active. recombinant CYP2C9, luciferin-H conversion; stronger effect = higher value; factor 1 = untreated enzyme, 0 = blocked. Cytochrome P450 2C9 (Homo sapiens), P11712;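 active means activation factor of 2 or more for CYP2C9 at a 5 µM dose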;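 further: 0 = sulfaphenazole-blocked wells and 1 = vehicle-only wells; values of inactives mirror those of a sister screen read the other way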
Target sequence (P11712 whole entry, looked up): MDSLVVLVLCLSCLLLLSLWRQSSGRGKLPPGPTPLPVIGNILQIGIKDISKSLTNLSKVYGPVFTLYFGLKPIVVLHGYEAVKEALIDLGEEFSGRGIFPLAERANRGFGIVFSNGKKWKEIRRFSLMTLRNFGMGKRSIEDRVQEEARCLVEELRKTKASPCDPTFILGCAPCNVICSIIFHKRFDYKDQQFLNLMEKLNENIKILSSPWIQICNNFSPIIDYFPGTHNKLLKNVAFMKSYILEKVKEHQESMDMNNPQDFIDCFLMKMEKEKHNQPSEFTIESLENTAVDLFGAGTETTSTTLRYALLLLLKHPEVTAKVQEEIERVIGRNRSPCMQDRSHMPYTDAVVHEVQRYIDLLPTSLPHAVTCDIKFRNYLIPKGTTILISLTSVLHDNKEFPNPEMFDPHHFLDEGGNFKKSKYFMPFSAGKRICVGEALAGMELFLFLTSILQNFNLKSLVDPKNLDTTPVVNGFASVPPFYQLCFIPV
CYP2C9 inh – blockers of cytochrome P450 2C9 activity – biochemical, luminescence, ADME assay, primary screen; P11712; CYP2C9 Supersomes, luciferin-H conversion; inhibition, % at 5 µM; 20% of 96,000 active; AID 777, 2007;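 active means blocking of liver enzyme CYP2C9 beyond about 50% at 5 µM, limit read from the data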; further: values of inactives mirror those of a sister screen read the other way
The depositor's hits bear a star; / = no result given.

1) CCN(CC(=O)Nc1ccccc1C(=O)OC)S(=O)(=O)c1ccccc1
2) Cc1ccc2[nH]c(=O)c(C(c3nnnn3CC3CCCO3)N3CCCc4ccccc43)cc2c1 (stereo not drawn)
3) CC(=O)Nc1nc(CCC(C)C)cc2c1c(=O)oc1ccccc12
4) Cc1nn(CC(O)COc2ccc3c(c2)CCC3)c(C)c1Br (stereo not drawn)
5) O=c1c2ccccc2nnn1CSc1nnc2ccccn12
6) CCCC1=NCCn2cccc21
7) CCN=C1Cn2c(nc3scc(-c4ccccc4)c3c2=O)CN1CC
8) CC(=O)N1CCC(N(CCCOC(C)C)C(=O)Nc2ccc(C)c(C)c2)CC1
Assay by compound,1,2,3,4,5,6,7,8
PTPN22 inh 2,-4,-2,5,-2,-3,-8,-2,-4
Candida biofilm,4,/,7,6,2,0,4,5
PLK1 inh,-5,-7,-21,-14,-1,-9,-2,-8
EphB4 antag,8,-1,-4,5,1,6,-5,4
Rev-RRE block,5,16,14,7,5,3,3,5
LYP act,2,-2,-1,4,2,8,0,6
PLK1 PBD inh,-32,3,-26,-9,2,1,-10,1
CYP2C9 act,0.8,0.4,0.8,1,1.1,1.1,0.8,1
CYP2C9 inh,24,60*,16,-1,-9,-8,16,0

9) CCCCC1OC23CCCCC2C(C#N)(C(=N)O3)C1(C#N)C#N (stereo not drawn)
10) CCC(=O)Nc1ccc2c(c1)ncn2-c1ccc(OC)cc1
11) CN1C(=O)C(O)(C2COC(C)(C)CC2=O)c2ccccc21 (stereo not drawn)
12) Cc1ccc(Oc2c(C=O)c3ccccc3n2C)cc1
13) COC(=O)C(CCSC)NC(=O)C12CC3CC(CC(C3)C1)C2 (stereo not drawn)
14) CC(C)CCNC(=O)Cn1c2c(c(-c3ccccc3Cl)cc1=O)CCC2
15) Cc1cccc(/C=C2/S/C(=N/N=C3\CC4CCC3(C)C4(C)C)NC2=O)c1 (stereo not drawn)
16) COc1ccc(Nc2nc(-c3cccs3)cs2)cc1
Assay by compound,9,10,11,12,13,14,15,16
PTPN22 inh 2,0,12,9,-11,-9,2,9,2
Candida biofilm,8,-3,8,/,-4,7,/,8
PLK1 inh,-10,-9,-3,-5,-4,-15,-14,-13
EphB4 antag,-3,1,-4,11,3,2,3,-3
Rev-RRE block,20,7,8,12,7,5,4,9
LYP act,4,-12,-10,14,9,-4,-5,0
PLK1 PBD inh,-7,-2,0,-23,4,0,-5,33
CYP2C9 act,0.6,/,1.2,1,1.2,0.4,0.8,1.1
CYP2C9 inh,36,/,-20,-3,-17,62*,17,-5

17) CCC(=O)Nc1nonc1-c1nc2ccccc2n1Cc1cccc2ccccc12
18) CC1(C)CC(=O)C(C=NCCc2ccc(O)cc2)=C(O)C1
19) CCOc1ccc(C(C)(C)C)cc1S(=O)(=O)N1CC(C)OC(C)C1 (stereo not drawn)
20) CCN(C(C)=O)c1cccc2ccccc12
21) COc1cc(Cl)ccc1S(=O)(=O)n1nc(C)cc1C
22) Cc1ccc(Cl)cc1N1CCN(C(=O)Cc2cn(C)c3ccccc23)CC1
23) CCOC(=O)CCS(=O)(=O)c1ccc(-c2ccc(S(=O)(=O)CCC(=O)OCC)cc2)cc1
24) c1coc(CNc2ncnc3sc4c(c23)CCCCC4)c1
Assay by compound,17,18,19,20,21,22,23,24
PTPN22 inh 2,1,-8,8,-6,-10,1,0,-7
Candida biofilm,1,9,6,3,5,3,/,-4
PLK1 inh,-15,8,-8,-3,-8,-10,-1,-10
EphB4 antag,3,-3,2,-1,-2,-2,-8,-2
Rev-RRE block,8,2,6,6,2,-5,-1,8
LYP act,-1,6,-5,7,8,-2,3,2
PLK1 PBD inh,-4,7,23,29,-22,-3,15,-9
CYP2C9 act,/,1.1,0.4,0.9,0.8,1.3,1,0.1
CYP2C9 inh,/,-10,63*,6,15,-26,-4,93*

25) Cc1cc(C(F)F)n2nc(C(=O)Nc3ccccc3Br)nc2n1
26) Cc1ccc(S(=O)(=O)NC2=NCN(CCOC(=O)c3ccccc3)CN2)cc1
27) CC12CCC(c3nnc(SCc4ccc(Cl)cc4)nc31)C2(C)C (stereo not drawn)
28) COC(=O)C1C(=O)NCC1c1ccc(OC)cc1 (stereo not drawn)
29) CCOC(=O)c1ccc(NC(=O)CSc2nnc(COc3ccccc3OC)n2CC)cc1
30) CCOCc1cnc(C)nc1NCC(=O)c1c(C)[nH]c2ccccc12
31) COn1c(=O)c(=O)n(O)c2ccccc21
32) CCCN=Cc1sc2ccc(OCC)cc2c1O
Assay by compound,25,26,27,28,29,30,31,32
PTPN22 inh 2,2,7,-11,5,4,0,-10,2
Candida biofilm,/,0,3,5,8,6,5,6
PLK1 inh,3,-10,-11,-7,-8,-7,-5,-3
EphB4 antag,-1,2,0,3,2,4,-9,-3
Rev-RRE block,1,3,15,3,5,-4,-1,0
LYP act,-4,-6,10,-4,-5,0,12,-4
PLK1 PBD inh,-7,15,-8,-2,-38,-21,-13,-19
CYP2C9 act,1.2,0.6,/,1.2,1,1,1.1,1.5
CYP2C9 inh,-21,40,/,-20,-1,-2,-11,-52

33) CCC(C)(C)n1nnnc1C(c1cc2cccc(C)c2[nH]c1=O)N1CCCC1 (stereo not drawn)
34) COc1cccc(N(CC(=O)NCCSc2ccccn2)S(C)(=O)=O)c1
35) COc1ccc(Nc2cc(C)nc3ccccc23)cc1
36) CCOC(=O)N1CCN(C(=O)CSCc2ccc(C)cc2)CC1
37) CCCS(=O)(=O)N1CCN(S(=O)(=O)c2ccccc2)CC1
38) O=C(CSc1nc(-c2ccccc2)nn1C(=O)c1ccccc1)Nc1cccc([N+](=O)[O-])c1
39) c1ccc(Cn2c(Nn3cnnc3)nc3ccccc32)cc1
40) Cc1ccn(C(=O)c2cc3c(C)nn(-c4ccccc4)c3s2)n1
Assay by compound,33,34,35,36,37,38,39,40
PTPN22 inh 2,-17,6,10,0,11,1,4,-3
Candida biofilm,6,2,10,/,-1,/,4,4
PLK1 inh,-5,-3,2,-4,-10,6,-18,-13
EphB4 antag,-3,2,5,2,-4,3,-6,-7
Rev-RRE block,5,3,-5,4,7,1,2,7
LYP act,14,-4,-7,2,-8,3,-5,5
PLK1 PBD inh,-1,22,-1,-20,-8,-11,3,4
CYP2C9 act,0.9,0.6,1,0.9,0.4,0.3,1,1.1
CYP2C9 inh,11,38,4,13,56*,68*,2,-5

41) CC(C)(CNCC(O)c1ccccc1)N1CCOCC1 (stereo not drawn)
42) O=C(CCC(=O)N1CCc2ccccc2C1)N1CCN(S(=O)(=O)c2ccccc2)CC1
43) O=S(=O)(c1ccc(Cl)s1)N1CCc2ccccc2C1
44) CCN1CCN(CCCNC(=O)C2CCCN(c3nnc(-n4cccc4)s3)C2)CC1 (stereo not drawn)
45) COc1cc(NC(C)C(=O)N2CC(C)OC(C)C2)cc(OC)c1 (stereo not drawn)
46) CCN(CC(=O)Nc1ccc2c(c1)OCCO2)C(=O)c1cccc(S(=O)(=O)N2CCOCC2)c1
47) CCOC(=O)c1cnn(-c2cc(C)c3ccccc3n2)c1N
48) Cc1c(NC(=O)c2ccco2)cccc1-c1nc2cccnc2s1
Assay by compound,41,42,43,44,45,46,47,48
PTPN22 inh 2,4,-9,6,-5,-12,2,6,1
Candida biofilm,6,5,4,6,-1,1,10,6
PLK1 inh,-8,-11,-4,-9,-2,-11,-8,-16
EphB4 antag,2,8,-6,-8,-6,-2,-1,-1
Rev-RRE block,7,2,6,-1,4,0,3,4
LYP act,-5,6,-9,2,11,-2,-5,-5
PLK1 PBD inh,-5,-1,-22,-13,23,21,17,-13
CYP2C9 act,1,/,0.9,0.8,1.3,0.9,1.1,0.6
CYP2C9 inh,-4,/,11,19,-35,9,-7,45

49) COCc1[nH]nc2c1C(c1ccccc1Cl)C(C#N)=C(N)O2 (stereo not drawn)
50) CCOc1ccccc1N=C1NC(=O)CS1
51) Clc1ccc(-c2cc(CSc3cccc(Cl)c3)on2)cc1
52) COc1ccc(C(C(=O)NC2CCCCC2)N(C(=O)c2sc(C)nc2C)c2ccccc2C)cc1 (stereo not drawn)
53) Cc1nc(CNS(=O)(=O)c2ccc3c(c2)OCCO3)cs1
54) O/N=C1/CCc2cccc3cccc1c23
55) O=C(Nc1ccccc1N1CCOCC1)c1cc(-c2ccco2)nc2ccccc12
56) O=C(O)C1C2C=CC(O2)C1C(=O)NCc1ccc2c(c1)OCO2 (stereo not drawn)
57) O=C(CSC1CCCCC1)Nc1nccs1
58) O=C(c1cc2cc(Cl)ccc2oc1=O)N1CCCC1
59) Cc1sc(NC(=O)c2ccco2)nc1-c1ccccc1
Assay by compound,49,50,51,52,53,54,55,56,57,58,59
PTPN22 inh 2,2,6,/,10,9,3,-5,3,-5,-6,-7
Candida biofilm,6,0,/,/,2,8,11,-4,4,-4,-4
PLK1 inh,8,-13,-3,-1,-8,5,1,-13,-9,8,-2
EphB4 antag,2,1,-1,-4,4,-4,-2,-1,8,3,5
Rev-RRE block,8,7,12,-5,8,10,2,4,7,4,6
LYP act,0,-5,/,-7,-6,-4,2,-4,2,2,7
PLK1 PBD inh,-6,-13,-1,13,-7,-2,-13,7,-5,-26,9
CYP2C9 act,0.7,1.1,0.5,1.1,1.2,1.2,0.7,/,0.6,/,0.2
CYP2C9 inh,34,-12,45,-7,-23,-19,27,/,42,/,81*

A second format for some results above.
Every second line gives: PTPN22 inh 2	Candida biofilm	PLK1 inh	EphB4 antag	Rev-RRE block	LYP act	PLK1 PBD inh	CYP2C9 act	CYP2C9 inh
[47] CCOC(=O)c1cnn(-c2cc(C)c3ccccc3n2)c1N
→ 6	10	-8	-1	3	-5	17	1.1	-7
[48] Cc1c(NC(=O)c2ccco2)cccc1-c1nc2cccnc2s1
→ 1	6	-16	-1	4	-5	-13	0.6	45
[49] COCc1[nH]nc2c1C(c1ccccc1Cl)C(C#N)=C(N)O2 (stereo not drawn)
→ 2	6	8	2	8	0	-6	0.7	34
[50] CCOc1ccccc1N=C1NC(=O)CS1
→ 6	0	-13	1	7	-5	-13	1.1	-12
[51] Clc1ccc(-c2cc(CSc3cccc(Cl)c3)on2)cc1
→ /	/	-3	-1	12	/	-1	0.5	45
[52] COc1ccc(C(C(=O)NC2CCCCC2)N(C(=O)c2sc(C)nc2C)c2ccccc2C)cc1 (stereo not drawn)
→ 10	/	-1	-4	-5	-7	13	1.1	-7
[53] Cc1nc(CNS(=O)(=O)c2ccc3c(c2)OCCO3)cs1
→ 9	2	-8	4	8	-6	-7	1.2	-23
[54] O/N=C1/CCc2cccc3cccc1c23
→ 3	8	5	-4	10	-4	-2	1.2	-19
[55] O=C(Nc1ccccc1N1CCOCC1)c1cc(-c2ccco2)nc2ccccc12
→ -5	11	1	-2	2	2	-13	0.7	27
[56] O=C(O)C1C2C=CC(O2)C1C(=O)NCc1ccc2c(c1)OCO2 (stereo not drawn)
→ 3	-4	-13	-1	4	-4	7	/	/
